# Bioassay records as filed in PubChem BioAssay.
# hcGAS inh = inhibitors of human cGAS; Q8N884; inhibition, % at 12.5 µM; recombinant h-cGAS, ATP depletion, Kinase-Glo luminescence; AID 1259398; hit rate 0.081% among 290,000;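 also: 0% = vehicle reaction and 100% = reaction without DNA for no activity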
# Target sequence (Q8N884 whole entry, looked up): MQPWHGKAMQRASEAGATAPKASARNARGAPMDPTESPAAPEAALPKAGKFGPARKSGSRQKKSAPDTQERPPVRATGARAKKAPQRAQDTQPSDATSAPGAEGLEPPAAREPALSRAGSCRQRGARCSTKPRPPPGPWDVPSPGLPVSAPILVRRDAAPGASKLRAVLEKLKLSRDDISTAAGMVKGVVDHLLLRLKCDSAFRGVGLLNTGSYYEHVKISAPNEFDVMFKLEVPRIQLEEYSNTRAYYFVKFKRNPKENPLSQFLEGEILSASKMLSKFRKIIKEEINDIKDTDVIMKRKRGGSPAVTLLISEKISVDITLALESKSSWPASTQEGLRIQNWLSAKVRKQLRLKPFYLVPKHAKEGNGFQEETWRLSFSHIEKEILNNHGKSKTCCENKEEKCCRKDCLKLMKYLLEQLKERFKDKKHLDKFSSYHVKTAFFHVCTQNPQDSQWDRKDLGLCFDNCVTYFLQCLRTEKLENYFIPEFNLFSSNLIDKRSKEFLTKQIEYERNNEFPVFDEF
# mcGAS inh = mouse cGAS inhibition by luminescence; hit rate 0.15% among 160,000; Q8C6L5; recombinant cGAS, Kinase-Glo ATP depletion luminescence; inhibition, % at 12.5 µM; AID 1259399;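 also: 0% = negative control wells and 100% = reference inhibitor with no enzyme activity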
# NPYLR7 ag = mosquito NPYLR7 agonism; HEK293T NPYLR7/Galpha15, GCaMP6s calcium fluorescence; activation, % at 10 µM; hit rate 0.15% among 270,000; AID 1259423; in the data active = activation above about 40%;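 also: 0% = vehicle and 100% = reference agonist at the receptor; some compounds past the cut are filed as inactive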
# Active calls of the source: *; . = no result given; & = joins results of further samples. Rule as the data show it, unless noted: active = inhibition above about 40%; inactive = the rest.
# Results follow in this order: hcGAS inh	mcGAS inh	NPYLR7 ag
Cc1nc(CSc2nnc(NC3CC3)s2)cs1
→ 2	.	-4
CCOC(=O)c1cc(C#N)c(C)nc1N1CCN(CC(=O)Nc2sccc2C#N)CC1
→ -1	-1	-2
O=C(CCN(Cc1ccccc1)c1nc(-c2ccc(F)cc2)nc2ccccc12)NCc1cccc(C(F)(F)F)c1
→ -8	-5	29
Cc1cc2nc(CNC(=O)c3cc(CN4CCOCC4)on3)[nH]c2cc1C
→ -2	.	34
CCCS(=O)(=O)Nc1ccc(N(C)C)c(CN(C(=O)NCC)C(C)C)c1
→ -10	-5	26
COc1ccc(-n2ccnc2CN2CCc3c([nH]c4ccccc34)C2c2ccccn2)cc1 (centres undefined)
→ -5	.	5
O=C(CC1C(=O)NCCN1Cc1ccccn1)NCC1(c2ccccc2)CCCC1 (centres undefined)
→ -3&-1	-2	2
COc1cc2c(cc1OC)C(c1ccccc1Cl)N(C(=O)C1(c3ccc(Cl)cc3)CCCC1)CC2 (centres undefined)
→ -2	-5	19
O=C(c1ccc(SCc2ccccc2)nc1)N1CCCCC1
→ -5	-4	-7
CCC(C)NC(=O)c1cnn2c1NC(c1ccc(OC)cc1)CC2C(F)(F)F (centres undefined)
→ -2	-5	2
O=C(Cc1ccccc1)Nc1nnc(SCc2cccc([N+](=O)[O-])c2)s1
→ -7	-4	29
O=S(=O)(c1ccc(N2CCN(c3cccc(Cl)c3)CC2)nn1)C1CCCCC1
→ -8	-9	0
O=C(O)COc1ccccc1CN1CCC2(CCNCC2)CC1
→ -4	-16	3
CCCCCCCC(=O)N1CCN(c2nc(-c3cccc(F)c3)nc(C)c2Cc2ccccc2)CC1
→ -13	-9	.
C=CCOc1cccn2c(N(C)C(=O)c3ccncc3)c(CC)nc12
→ -2	-4	5
COc1cc2c(cc1-c1nccn1CCn1nc(C)cc1C)CCC2
→ -6	.	-7
CCS(=O)(=O)c1ccc(C(=O)N=c2sc3c(C)cc(C)cc3n2C)cc1
→ -4	1	-2
CCOC(=O)c1ccc(N2CCN(C(=O)C3=CC(C)(C)COc4ccc(OC)cc43)CC2)cc1
→ 6	-5	3
Cc1cc(C(=O)NC(C)C2CCCO2)no1 (centres undefined)
→ -7	.	-2
CC(C)c1nnc(NC(=O)c2ccccc2Oc2ccccc2)s1
→ -3	-4	3
Cc1nc2sccn2c1C(=O)NCCc1nnc2n1CCNCC2
→ -1	.	-1
CN1C(=C2C=NN(C)P2(=O)Nc2ccccc2)C(C)(C)c2ccccc21 (centres undefined)
→ -4	.	7
COCCNC(=O)c1ccc(C2CCCN2Cc2cc3ccccc3n2C)s1 (centres undefined)
→ -2	-8	.
COc1cc(CN(C)C(=O)c2cccs2)ccc1O
→ 0	.	-21
O=C(c1ccc(Cl)cc1)c1c[nH]c2c(F)cc(F)cc2c1=O
→ -3	.	0
COc1ccc(CCNC(=O)CSc2ncnc3sc4c(c23)CCC4)cc1OC
→ -7	.	-9
CCN(C)C1=C(c2c(C)[nH]n(-c3cccc(C)c3C)c2=O)C(=O)N(c2ccc(C)cc2)C1=O
→ -12&-4	-8&-4	2&4
O=C(C1CCS(=O)(=O)C1)N1CCN(CCc2ccccc2Cl)CC1 (centres undefined)
→ 7	.	-3
Cn1cccc1C(=O)N1CCn2c(nnc2C(=O)N2CCCCC2)C1
→ -7	.	6
Cc1ccccc1CC(=O)N1CCC(n2nc(C(C)C)cc2C(C)C)CC1
→ -1	-5	5
C=CCCC(=O)N1[C@@H](c2ccccc2)[C@@H](C(=O)NC)C[C@]12CCCCN(CCOC)C2=O
→ -8	-6	2
Cc1ccccc1NC(=O)N1CCCC(c2n[nH]c(=O)n2-c2ccccc2)C1 (centres undefined)
→ -6	.	4
CN(CC(=O)N(C)C1(C#N)CCCCC1)Cc1ccc(Cl)s1
→ 1	-5	0
Fc1cccc(CN2CCN(Cc3ccc(C4CCCCO4)s3)CC2)c1 (centres undefined)
→ -4	-16	0
C=CCNC(=O)NC(=O)CN1CCCN(Cc2ccccc2C)CC1
→ -3	.	8
CC(C)(C)c1cc2nc(-c3ccccc3F)cc(C(=O)NCCCN3CCOCC3)n2n1
→ 2&6	-1&2	1&-8
Cc1ccc(S(=O)(=O)Oc2ccc([N+](=O)[O-])cc2-c2nc3ccccc3o2)cc1
→ -8	-13	.
CC(C)CC(N)c1csc(Nc2ccc(C(=O)NCCCO)cn2)n1 (centres undefined)
→ -4	-6	-6
Cc1ccc(Cl)c(C(=O)N2CCC(c3ccccc3)CC2)c1F
→ -7	-4	-1
CCC1c2ccsc2CCN1C(=O)Cc1n[nH]c(=O)c2ccccc12 (centres undefined)
→ -16	.	7

# Given field by field: 2 of the compounds above
CC(C)(C)c1cc2nc(-c3ccccc3F)cc(C(=O)NCCCN3CCOCC3)n2n1
  hcGAS inh = 2&6
  mcGAS inh = -1&2
  NPYLR7 ag = 1&-8
CN1C(=C2C=NN(C)P2(=O)Nc2ccccc2)C(C)(C)c2ccccc21 (centres undefined)
  hcGAS inh = -4
  mcGAS inh = .
  NPYLR7 ag = 7

# Later entries.
# Results follow in this order: hcGAS inh	mcGAS inh	NPYLR7 ag
COc1cc(Cl)c(C)cc1NC(C)C(=O)N1CC(C)CC(C)C1 (centres undefined)
→ -8	.	7
CC(C1CCN(c2ncnc3c2CCNCC3)CC1)N1CCOCC1 (centres undefined)
→ -8	.	3
Cc1cccc2c(C3CCN(C(=O)c4c(Cl)cc(Cl)cc4Cl)CC3)c[nH]c12
→ 0	-7	19
COC(=O)c1sccc1Cn1cc(Cl)c(=O)[nH]c1=O
→ 1	8	1
Cc1cccc(C2c3[nH]c4ccccc4c3CCN2C(=O)Cc2nc(-c3ccccc3)n[nH]2)n1 (centres undefined)
→ -5&-4	-4	11&1
Nc1nc(SCCOc2ccccc2)nc(-c2cc(C3CC3)nn2-c2ccccc2)n1
→ -2	-3	-7
Cc1nn2c(NCCCN(C)C)cc(C(C)(C)C)nc2c1-c1ccc(Cl)cc1
→ -5	-6	29
COc1ccc(CN2CCC(N3CCCC(C(=O)N4CCCC4)C3)CC2)cc1 (centres undefined)
→ -1	.	6
Cn1ccnc1SCCNC1CCC2(CCNCC2)CC1
→ -2	-17	2
Cc1nonc1C(=O)N1CCCC(C(=O)c2ccc(Oc3ccccc3)cc2)C1 (centres undefined)
→ -3	.	14
CCSC(C)c1noc(CN2CCN(Cc3ccccn3)CC2)n1 (centres undefined)
→ -8	.	2
O=C(Nc1nnc(-c2ccc3c(c2)OCCO3)o1)c1cccc2ccccc12
→ 0	-1	-1
Nc1cc([N+](=O)[O-])ccc1SC1CCS(=O)(=O)C1 (centres undefined)
→ -4	.	5
COC1(CNC(=O)c2cnc(OC(C)C)c(Cl)c2)CCOCC1
→ -6	.	0
Cc1nc(C)n(CCC(=O)Nc2ccc(F)cc2)n1
→ -8	-11	1
CCOC(=O)N1CCc2c(sc(NC(=O)/C=C/c3cccc([N+](=O)[O-])c3)c2C(N)=O)C1
→ -2	.	0
CCS(=O)(=O)NCCc1sc(-c2ccccc2)nc1C
→ 0	-1	0
CC(=O)N1CCc2c(nc(N(C)C)nc2NCc2n[nH]c3c2CCC3)C1
→ 2	.	13
CCc1ccc(C(=O)Nc2cccc3c2CCN3C)cc1
→ -4	.	-6
COc1ncccc1C(=O)N1CCCC2(CC1)CNC(=O)O2 (centres undefined)
→ -8	.	4
O=c1ccc(=O)n(CCNC2CCN(Cc3ccccc3)CC2)[nH]1
→ -4	.	7
CCn1ccnc1SC(C)C(=O)NCc1ccc(OC)c(OC)c1 (centres undefined)
→ -8	.	3
CCNC(=O)N1CCc2c(cnc(C)c2-c2noc(C3CCOC3)n2)C1 (centres undefined)
→ -2	.	15
O=C(C1CCN(c2ccccc2)C1=O)N1CCN(c2ncccn2)CC1 (centres undefined)
→ -7	-9	-1
CSc1cccc(CN2CCN(C)C3(CCN(C(=O)N(C)C)CC3)C2)c1
→ -6	-18	8
C/C(=C/C(=O)O)c1ccc(F)cc1F
→ -9	.	7
CCN1C(=O)C(=NC(C(C)=O)c2ccccc2)SC1=S (centres undefined)
→ -4	.	11
CC(SCc1cc(=O)n2[nH]c(N)nc2n1)c1ccccc1Cl (centres undefined)
→ -14	.	3
Cc1cc(Br)c(NC(=O)CN2C(=O)CC3(CCCCC3)C2=O)c(Br)c1
→ -5	-9	14
CC1CN(C(=O)COc2ccccc2Cl)c2ccccc2NC1=O (centres undefined)
→ -11	.	-22
CC(C)c1noc(CCC(=O)N2CCC3(CC2)NC(=O)NC3=O)n1
→ 4	.	-1
Cc1ccccc1NC(=O)C(C)Nc1cccc(COC(C)C)c1 (centres undefined)
→ -7	.	4
O=C(CCc1ncc(-c2ccc(F)cc2F)o1)N1CCN(c2ccc(Cl)cc2[N+](=O)[O-])CC1
→ -7	-6	2
COc1cccc(C2C3(C#N)C(N)=NC(OC)(OC)C23C#N)c1 (centres undefined)
→ 5	.	4
CO[C@H]1CN(C(=O)c2ccccc2Oc2ccccc2)CC[C@H]1N
→ -4	.	3
CC(NCC(=O)NCCCc1ccccc1)c1ccc(F)cc1F (centres undefined)
→ -1	.	5
O=C(Cn1c(=O)oc2ccccc21)Nc1c(Cl)cc(Cl)cc1Cl
→ 5	.	-6
CCOC(=O)c1ccc2c(c1)nc(SCc1ccc(OC)c(C(F)(F)F)c1)n2Cc1ccco1
→ -8	-5	-3
CC(C)OC(=O)c1cn(-c2ccc(F)cc2)c(=O)c2ccccc12
→ -3	0	6
O=C(NCCCNC(=O)[C@H]1CCCN1C(=O)c1ccccc1Cl)c1ccccc1
→ -6	-6	31

# Just mcGAS inh and hcGAS inh, for some of the entries so far:
structure	mcGAS inh	hcGAS inh
CO[C@H]1CN(C(=O)c2ccccc2Oc2ccccc2)CC[C@H]1N	.	-4
CC(NCC(=O)NCCCc1ccccc1)c1ccc(F)cc1F (centres undefined)	.	-1
O=C(Cn1c(=O)oc2ccccc21)Nc1c(Cl)cc(Cl)cc1Cl	.	5
CCOC(=O)c1ccc2c(c1)nc(SCc1ccc(OC)c(C(F)(F)F)c1)n2Cc1ccco1	-5	-8
CC(C)OC(=O)c1cn(-c2ccc(F)cc2)c(=O)c2ccccc12	0	-3

# (continued)
# Results follow in this order: hcGAS inh	mcGAS inh	NPYLR7 ag
C=C(C)Cn1c(NN=Cc2cc(Br)c(O)c(OC)c2)nc2c1c(=O)n(C)c(=O)n2C
→ -15	.	19
Cc1c(Cl)ccc2sc(N(CCN(C)C)C(=O)c3ccc(S(C)(=O)=O)cc3)nc12
→ -2	-5	1
CC(C)c1ccc(S(=O)(=O)c2nnn3c2nc(N2CCCC2)c2sccc23)cc1
→ -6	-10	-8
COCCCn1c(SCc2ccc(OC(C)=O)cc2)nnc1-c1cc(-c2ccccc2)nc2ccccc12
→ -8	-7	-5
Cn1c(-c2ccsc2)cc2c(Nc3cccc(O)c3)nccc21
→ 4	2	15
CCN(CC)c1ccc(CN(C)C(=O)CCN2C(=O)c3ccccc3C2=O)cc1
→ -4	-10	2
CC(C)C(=O)NCCc1nc2ccccc2n1CCC1CCCCC1
→ -1	.	0
CCCn1nc(C)c(Cn2cnc(-c3ccccc3)c2C2CCOC2)c1C (centres undefined)
→ -6	.	-3
CCOC(=O)Cn1ncc2c1CCN(C(=O)Cc1c[nH]c3ccc(OC)cc13)C2
→ -6	.	0
CCOC(=O)N1CCN(C(=O)c2cc(-c3cccc(OC)c3)n(-c3ccccc3)c2C)CC1
→ -17	-5	-13
N[C@@H](CCCCNC(=O)c1cccnc1)C(=O)NNc1ccc(Cl)cc1
→ 2	.	1
Cc1ccc(-n2c(SCC(=O)OC(C)(C)C)nnc2-c2ccccc2Cl)cc1
→ -8	-4	.
O=C(CCn1ccc(=O)[nH]c1=O)Nc1cccc(-c2cn3c(n2)SCC3)c1
→ -10	.	1
CC(C)CCN(Cc1cccn1C)CC(O)COc1ccc(Cl)cc1 (centres undefined)
→ -3	-4	0
Cc1ccc(OCC2CN(C(=O)C(C)Oc3cccc(Cl)c3)CCO2)cc1 (centres undefined)
→ -4	.	21
CCC(NC(=O)c1ccc(Cl)o1)c1cccc(S(N)(=O)=O)c1 (centres undefined)
→ -1	.	7
CS(=O)(=O)N1CCCC(C(=O)Nc2nnc(-c3ccc(Cl)cc3)o2)C1 (centres undefined)
→ 3	.	-5
Cc1nc(-c2ccc(N3CCCC3C(=O)N(C)C)nc2)[nH]c(=O)c1C (centres undefined)
→ -4	.	-1
COc1c(C)cc(-c2cccc(N)n2)cc1C
→ 1	.	0
c1ccc(Oc2nnc(-c3ccccc3)c3ccccc23)cc1
→ 0	-4	-6
c1ccc(C2C/C(=N\Nc3ncccn3)c3ccccc3O2)cc1 (centres undefined)
→ 3	.	1
CC(C)CN1CC(C)(C)CN(C(=O)Cc2ccccc2)CC1=O
→ -5	-8	2
Cc1cccc(Oc2cc(N3CCN(C(=O)c4ccccc4Br)C(C)C3)ncn2)c1 (centres undefined)
→ -4	-5	14
Cc1cccc(COC(CN2CCN(C(=O)Nc3cc(F)ccc3F)CC2)c2ccc(Cl)cc2)c1 (centres undefined)
→ 0	-5	28
CC(=O)c1cccc(NC(=O)c2cc(S(=O)(=O)N3CCOCC3)ccc2Cl)c1
→ -2	-4	-4
COc1ncc(CN(C)Cc2cc3cc(F)ccc3[nH]2)cn1
→ -10	.	5
CCCNC(=O)CC1(C)N=C(c2ccc(C(C)C)cc2)N(C)O1 (centres undefined)
→ -8	.	7
Cc1ccc(S(=O)(=O)N(Cc2nccn2Cc2cc(C)ccc2C)CC2CC2)cc1
→ -2	-8	.
O=C(NCCc1ccco1)c1ccc(C2SCCCS2)cc1
→ 11	.	-11
Cc1ccccc1-n1nc(C(C)(C)C)cc1NC(=O)CN(Cc1ccccc1)C(=O)c1ccc(Cl)c([N+](=O)[O-])c1
→ -8	-4	20
Cc1ccc(F)c(Oc2cc(N3CCC(Cc4ccccc4)CC3)ncn2)c1
→ 0	-4	1
